# Source: PubChem BioAssay
# ASAP1 inh – inhibitors of human ASAP1 ArfGAP activity, primary screen, biochemical, fluorescence polarization; ASAP1-stimulated ARF1 GTP hydrolysis, GDP FP detection; inhibition, % at 16.5 µM; 360,000 tested, 0.19% active; AID 624377, 2012; in the data active means inhibition above about 25%;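 further: 0% = vehicle with enzyme and substrate and 100% = no enzyme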
# LEDGF integ inh – blockers of LEDGF/p75-dependent integrase strand transfer – biochemical, TR-FRET, high throughput, primary screen | 370,000 tested, 0.64% active | TR-FRET IN-LEDGF/p75 DNA integration, Eu/Cy5 | inhibition, % at 3.7 µM;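 active means inhibition above the screen-wide mean plus 3 SD, cut at about 13% in these data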;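 further: signal is the Cy5 over europium emission ratio at 671 and 618 nm; 0% = plate median of compound wells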
# ARFGAP1 inh – inhibitors of rat ARFGAP1 GAP activity, primary screen, biochemical, fluorescence polarization, GDP tracer; ADP-ribosylation factor GTPase-activating protein 1 (Rattus norvegicus), Q62848; Arfgap1-stimulated ARF1 GTP hydrolysis, GDP FP detection; 360,000 tested, 0.26% active; inhibition, % at 16.5 µM;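 active means inhibition above a per-plate limit, mean inhibition of low control wells plus 3 SD, cut at about 25% in these data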;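 further: 0% = DMSO wells with enzyme and 100% = wells lacking Arfgap1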
#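 Replicates: Single well per compound | Assay system: Truncated rat Arfgap1 GAP domain | Control set: No-Arfgap1 wells (100%) versus DMSO full-reaction wells (0%) | Times: Enzyme reaction 120 min at 25 °C after 20 min preincubation | Reagent: Human ARF1(Δ1-17)-GTP substrate | Measured by: Tracer-displacement fluorescence polarization with EDTA stop, 620/688 nm | Measure: Percent inhibition of Arfgap1-stimulated GTP hydrolysis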
# DDE Tn6 FP inh – inhibitors of Tn6 peptide binding to fibrin DD(E), primary screen, biochemical, fluorescence polarization, human fibrin, Tn6 probe; Fibrin DD(E) TRITC-Tn6 fluorescence polarization displacement; inhibition, % at 8.3 µM; 370,000 tested, 0.21% active; AID 720509, 2013;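 active means inhibition above a per-campaign cutoff: mean of compounds within control limits plus 3 SD, cut at about 15% in these data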;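 further: 0% = median of all compound wells on the plate and 100% = blocking peptide control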
# TDP2 absorb – human TDP2 enzyme inhibitors, primary screen, biochemical, epi absorbance, recombinant enzyme; T5PNP hydrolysis, p-nitrophenol absorbance 415 nm; inhibition, % at 12.8 µM; AID 720702, 2013; Tyrosyl-DNA phosphodiesterase 2 (Homo sapiens), O95551; 370,000 tested, 0.34% active;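 active means inhibition above the mean of all tested compounds plus 3 SD, set per campaign, cut at about 25% in these data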;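 further: 0% = DMSO with enzyme and 100% = buffer with substrate but no TDP2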
#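 Assay system: recombinant human TDP2 / Reagent: T5PNP substrate at 5 mM, a TopII-DNA adduct mimic / Measured by: epi absorbance from released p-nitrophenol / Evaluation: % inhibition relative to enzyme-containing and enzyme-free wells / Control set: enzyme-free and DMSO wells / Replicates: each compound tested once, singlicate / Schedule: enzyme reaction with compound for 2 h at 37 °C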
# PLCg1 inh – PLC-gamma1 enzyme inhibitors, primary screen, biochemical, fluorescence, purified enzyme; fluorogenic substrate; inhibition, % at 12.2 µM; 370,000 tested, 0.84% active; AID 720700, 2013; in the data active means inhibition above about 9.5%
# Target sequence (P19174 whole entry, looked up): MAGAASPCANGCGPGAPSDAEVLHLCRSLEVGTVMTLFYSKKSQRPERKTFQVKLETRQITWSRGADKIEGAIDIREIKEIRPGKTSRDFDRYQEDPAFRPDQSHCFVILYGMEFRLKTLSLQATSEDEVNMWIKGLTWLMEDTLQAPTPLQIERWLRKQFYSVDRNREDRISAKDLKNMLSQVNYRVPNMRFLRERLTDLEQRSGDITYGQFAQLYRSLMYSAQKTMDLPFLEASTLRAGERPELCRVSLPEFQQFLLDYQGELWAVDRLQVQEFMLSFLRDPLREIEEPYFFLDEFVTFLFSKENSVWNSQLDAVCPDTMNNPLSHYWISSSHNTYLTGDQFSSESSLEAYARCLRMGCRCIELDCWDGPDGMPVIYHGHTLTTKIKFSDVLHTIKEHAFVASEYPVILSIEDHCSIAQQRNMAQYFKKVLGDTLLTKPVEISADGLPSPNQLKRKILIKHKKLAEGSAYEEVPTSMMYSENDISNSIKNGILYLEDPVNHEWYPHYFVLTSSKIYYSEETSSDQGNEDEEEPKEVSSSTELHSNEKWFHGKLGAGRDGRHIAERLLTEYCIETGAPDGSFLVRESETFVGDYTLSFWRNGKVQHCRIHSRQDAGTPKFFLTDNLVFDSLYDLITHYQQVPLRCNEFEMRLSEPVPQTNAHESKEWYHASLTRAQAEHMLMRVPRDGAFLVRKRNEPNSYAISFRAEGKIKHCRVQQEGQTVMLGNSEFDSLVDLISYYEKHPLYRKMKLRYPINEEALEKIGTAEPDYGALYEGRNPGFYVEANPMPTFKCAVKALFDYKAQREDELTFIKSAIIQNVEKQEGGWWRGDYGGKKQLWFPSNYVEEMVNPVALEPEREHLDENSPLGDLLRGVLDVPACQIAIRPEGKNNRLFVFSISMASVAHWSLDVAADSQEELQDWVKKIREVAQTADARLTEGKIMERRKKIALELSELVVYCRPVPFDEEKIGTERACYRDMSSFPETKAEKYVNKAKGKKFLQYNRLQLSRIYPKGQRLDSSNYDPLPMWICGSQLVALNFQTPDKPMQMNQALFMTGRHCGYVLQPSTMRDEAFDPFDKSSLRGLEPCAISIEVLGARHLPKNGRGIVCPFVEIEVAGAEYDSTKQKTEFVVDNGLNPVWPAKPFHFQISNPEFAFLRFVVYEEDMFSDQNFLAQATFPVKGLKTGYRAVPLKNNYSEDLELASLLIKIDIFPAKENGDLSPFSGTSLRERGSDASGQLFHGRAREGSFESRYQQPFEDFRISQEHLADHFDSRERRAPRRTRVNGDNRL
# Tn7 DDE FP – inhibitors of Tn7 peptide binding to fibrin DD(E), primary screen, biochemical, fluorescence polarization, human fibrin, Tn7 probe | 370,000 tested, 0.13% active | FP displacement of FITC-Tn7 peptide from fibrin DD(E); 0% = median of compound wells per plate | inhibition, % at 8.3 µM | Fibrinogen beta chain (Homo sapiens), P02675;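 active means inhibition above the mean of compounds falling within the control limits plus 3 SD of them, cut at about 14% in these data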;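 further: 0% = plate median of compound wells and 100% = 10 µM Aha-Tn7 peptide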
#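 Test system: human clot-derived fibrin DD(E) complex / Quantity: 2 µM final DD(E) protein / Incubation: 10 min plus 3 h, room temperature / Measured by: fluorescence polarization / Benchmarks: high control of 10 µM Aha-Tn7 peptide / Replicates: singlicate testing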
# ADAM17 inh – ADAM17 inhibitors, primary screen, biochemical, QFRET. Disintegrin and metalloproteinase domain-containing protein 17 (Homo sapiens), P78536. recombinant ADAM17, EDANS/DABCYL FRET peptide cleavage. inhibition, % at 6.95 µM. 370,000 tested, 0.83% active. AID 720648, 2013;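 active means inhibition above the mean of compounds lying between control limits plus 3 SD, set per campaign, cut at about 8.5% in these data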;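 further: 0% = DMSO-only wells as the low control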
# ADAM10 inh – human ADAM10 inhibitors, primary screen, biochemical, QFRET, HTS; 370,000 tested, 0.62% active; inhibition, % at 7 µM; recombinant ADAM10, EDANS/DABCYL FRET peptide cleavage, 3 h;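 active means inhibition above a per-campaign cutoff equal to the mean of compounds falling between control-based bounds plus 3 SD, cut at about 20% in these data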;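 further: 0% = DMSO wells while the 100% control is not disclosed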
# proKLK7 act – proKLK7 zymogen activators, primary screen, biochemical, fluorescence intensity. AID 652039, 2013. Kallikrein-7 (Homo sapiens), P49862. 370,000 tested, 0.9% active. purified proKLK7, EDANS-DABCYL substrate fluorescence; 100% is mature enzyme control, 0% vehicle. activation, % at 7 µM;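 active means activation above the mean of all tested compounds plus 3 SD, computed per campaign excluding outliers beyond control limits, cut at about 13% in these data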
# * = called active by the depositor; nt = no result given.
SMILES,ASAP1 inh,LEDGF integ inh,ARFGAP1 inh,DDE Tn6 FP inh,TDP2 absorb,PLCg1 inh,Tn7 DDE FP,ADAM17 inh,ADAM10 inh,proKLK7 act
CCN(CC)C(=O)c1sc(NC(=O)c2cc(-c3ccc(C)s3)nc3ccccc23)c(C(=O)OC)c1C,-3,1,7,-1,-4,-50,-9,-25,-78,1.0
CCOC(=O)N1CCN(C(=O)CN(C2CCCCC2)S(=O)(=O)c2c(C)cc(C)cc2C)CC1,13,4,0,3,-4,2,3,-2,6,0.2
Cc1nnc(SCc2nnc(-c3ccc(Cl)cc3)o2)n1-c1ccccc1,7,0,5,-1,-2,-2,2,-2,-3,-0.2
Cc1cccc(C)c1NC(=O)CCCSc1nnc(-c2ccc(Cl)cc2)n1-c1ccccc1,2,2,5,4,6,-4,-3,0,2,-0.3
COc1cc(C(=O)Nc2ccc3c(c2)OCO3)c([N+](=O)[O-])cc1OC,-2,4,-15,-7,-16,1,-2,7,-4,0.0
O=C(Nc1cccc2ccccc12)C1CCCC1,-4,2,3,-8,13,-2,-3,-1,-5,-0.7
COc1ccc(OCc2cc(C(=O)N3CCC(OC)CC3)no2)c2ccccc12,-7,3,7,6,4,-6,-1,5,-6,0.1
COCCCNC(=O)CN1C(=O)COc2ccc(S(=O)(=O)N3CC(C)CC(C)C3)cc21 (centres undefined),4,0,-1,-10,11,0,3,-3,-5,0.0
COc1ccccc1N1CCN(CC(=O)Nc2ccnn2C2CCCC2)CC1,6,3,3,3,0,-1,2,-8,-7,-0.2
COC(=O)C1=C(C)N(Cc2ccccc2C(F)(F)F)C(=NCc2cc(OC)c(OC)c(OC)c2)NC1c1ccccc1 (centres undefined),12,0,1,-2,-6,-5,2,0,-14,0.0
Cc1ccc(N(CC(=O)N2CCN(c3ccccc3F)CC2)S(=O)(=O)c2c(C)noc2C)cc1,10,-2,1,-7,4,1,2,-6,3,0.0
CCc1nc2ccc(C(=O)Nc3nnc(C)s3)cc2nc1CC,-3,0,3,-1,4,-3,0,0,1,-1.1
CS(=O)(=O)c1ccc(Cl)c(NC(=O)Nc2ccccc2)c1,-5,-1,-1,0,1,-1,7,-3,-1,0.3
COc1ccc(/C=N/NC(=O)c2ccc(Cl)c(S(N)(=O)=O)c2)cc1OCC(N)=O,-6,-1,-7,2,4,-71,6,-11,-75,-0.1
COc1cc(NC(=O)c2ccco2)ccc1NC(=O)C(C)C,9,1,7,-4,1,1,2,-1,-6,-0.3
CC(=O)Nc1ccc(S(=O)(=O)NC(CC(=O)NC2CCCCC2C)C(C)C)cc1 (centres undefined),0,0,-1,-3,-1,3,12,0,12,-0.3
COc1cccc2c(=O)n(CC(=O)N3CCC(C)CC3)ccc12,-1,6,7,-3,4,4,-3,-11,-40,0.0
Cc1cnc(CNC(=O)C2(C)CCCN2CC(C)C)cn1 (centres undefined),3,1,12,-1,-3,-5,6,-1,-6,0.2
O=[N+]([O-])c1cccc(C(=NCc2ccccc2)NO)c1,5,9,-1,-6,-14,3,1,1,11,0.5
CCOc1ccc(NS(=O)(=O)c2ccc(C(=O)N(C)CC(=O)Nc3ccc(OC)cc3)cc2)cc1,9,-3,-14,6,0,1,2,-2,-3,-0.1
N#Cc1cc([N+](=O)[O-])ccc1NCCCn1ccnc1,-10,5,8,-8,6,1,-7,1,5,0.5
O=C(O)/C=C/c1cn(-c2ccccc2)nc1-c1ccc(-c2ccc([N+](=O)[O-])cc2)o1,8,-4,0,1,-12,-8,3,-7,-2,-0.1
CC1CCCC(NS(=O)(=O)c2cc3c(cc2Cl)NC(=O)CO3)C1C (centres undefined),0,-2,3,-9,-7,-1,6,-2,-13,-0.2
CCN(CC)CCn1c(NC(=O)c2ccc(C)cc2)nc2ccccc21,-6,12,8,4,-3,-6,5,-2,-1,0.8
FC(F)(F)C12CC(c3ccccc3)=NCCN1CCN2 (centres undefined),2,-1,-9,14,0,-21,-5,-14,-45,3.4
Cc1cc(C)n(-c2nc3ccccc3nc2N2CCN(C(=O)c3ccccc3)CC2)n1,-6,1,11,2,-9,-31,0,-2,2,0.2
CC(=O)c1c(C)[nH]c(C(=O)COC(=O)COc2ccccc2F)c1C,3,-4,3,6,5,1,-3,-3,-8,-0.3
O=C(COC(=O)c1cc(S(=O)(=O)N2CCOCC2)ccc1Cl)NCc1ccco1,-16,8,-13,-8,-6,5,-1,3,-5,0.5
Cc1ccc(CN(C)C(=O)c2cccc(S(=O)(=O)N3CCCC3)c2)o1,-6,0,6,2,-4,1,0,-4,-3,0.2
CC(Sc1nnc(-c2cccnc2)o1)C(=O)NC1CCCCC1 (centres undefined),-2,-4,-8,-3,-6,4,0,-2,-18,-0.5
COc1ccc(/C=N\NC(=O)CCN2CCN(c3ccccc3)CC2)cc1OC,8,0,4,-12,12,-1,1,-2,-1,0.6
O=C(NC(=S)Nc1ccccc1N1CCOCC1)c1sc2ccccc2c1Cl,12,0,-10,3,-1,1,-6,0,5,0.0
OC1CC2CCC(C1)N2CCCN1c2ccccc2Sc2ccc(Cl)cc21 (centres undefined),3,4,10,-5,-3,-10,-5,-11,-10,0.1
COC(=O)c1c(NC(C)=O)sc2c1CCCCC2,-6,1,1,2,7,-4,0,-5,-8,0.5
COCCN1C(=O)CCC1(C)C(=O)NC(C)(C)C (centres undefined),13,0,2,-6,2,-1,5,0,6,0.4
Cc1ccccc1OCC(=O)NC1CCCCCCC1,4,2,8,2,-10,3,-4,-3,-5,-0.4
COc1ccc(NC(=O)CSc2nc3c(c(=O)n2-c2ccc(C)cc2)SCC3)c(OC)c1,3,0,-3,1,11,0,0,0,-1,0.4
CCCOc1ccc(C(=O)CCC(=O)OCC(=O)N(CC)c2c(N)n(Cc3ccccc3)c(=O)[nH]c2=O)cc1,-2,3,-6,1,-1,1,-3,-5,-4,0.4
c1nc(NCC2CCCCO2)c2cc(-c3ccc4c(c3)OCO4)ccc2n1 (centres undefined),nt,-2,nt,-14,8,-109,-1,-39,-107,nt
Cc1cc(Nc2ccc(C(=O)N3CCCCC3)cc2)c2cccc(C)c2n1,1,0,1,-2,11,0,11,-7,-2,-0.6

# At a glance, five of the compounds above.
SMILES,ASAP1 inh,LEDGF integ inh,ARFGAP1 inh,DDE Tn6 FP inh,TDP2 absorb,PLCg1 inh,Tn7 DDE FP,ADAM17 inh,ADAM10 inh,proKLK7 act
N#Cc1cc([N+](=O)[O-])ccc1NCCCn1ccnc1,-10,5,8,-8,6,1,-7,1,5,0.5
O=C(O)/C=C/c1cn(-c2ccccc2)nc1-c1ccc(-c2ccc([N+](=O)[O-])cc2)o1,8,-4,0,1,-12,-8,3,-7,-2,-0.1
CC1CCCC(NS(=O)(=O)c2cc3c(cc2Cl)NC(=O)CO3)C1C (centres undefined),0,-2,3,-9,-7,-1,6,-2,-13,-0.2
CCN(CC)CCn1c(NC(=O)c2ccc(C)cc2)nc2ccccc21,-6,12,8,4,-3,-6,5,-2,-1,0.8
FC(F)(F)C12CC(c3ccccc3)=NCCN1CCN2 (centres undefined),2,-1,-9,14,0,-21,-5,-14,-45,3.4

# (more compounds)
SMILES,ASAP1 inh,LEDGF integ inh,ARFGAP1 inh,DDE Tn6 FP inh,TDP2 absorb,PLCg1 inh,Tn7 DDE FP,ADAM17 inh,ADAM10 inh,proKLK7 act
COc1ccc2nc(SCC(=O)N3CCN(c4ccc(F)cc4)CC3)c(C#N)cc2c1,5,5,10,-7,6,-49,-9,-18,-51,-0.1
CCN(C(=O)CCNC(=O)Cn1cnc2ccccc2c1=O)c1cccc(Cl)c1,9,-4,-1,9,-6,2,7,-5,13,-0.1
Cc1cccc(-n2ccnc2SCC(=O)O)c1C,1,-4,11,6,-5,0,-1,-4,-3,-0.7
C/C(CC(=O)Nc1cccc(Cl)c1Cl)=N\NC(=O)C(=O)N1CCCC1,2,-3,-1,-6,4,1,2,-2,3,0.0
O=C(Nc1ccccc1C(=O)N1CCOCC1)C1CCC(=O)N1C1CCCC1 (centres undefined),-2,-1,-3,1,3,-1,-5,-2,-5,0.0
COCCN(C(=O)COC(=O)c1ccccc1Oc1ccccc1)c1c(N)n(Cc2ccccc2)c(=O)[nH]c1=O,6,-2,10,0,9,1,-1,-4,3,0.8
Cc1c2cnn(CC(=O)NCCCN3CCCCC3C)c(=O)c2c(C)n1Cc1ccccc1 (centres undefined),-8,-2,0,-1,1,-7,-9,-1,-15,-0.3
CC(C)NC(=O)N(C)C[C@H]1Oc2ccc(NC(=O)Nc3ccccc3)cc2C(=O)N([C@@H](C)CO)C[C@@H]1C,1,2,-11,-7,-11,4,3,11*,-4,0.3
O=C(NC1=NCCS1)c1ccc(Cl)c(S(=O)(=O)N2CCOCC2)c1,3,8,-1,-3,1,2,4,0,11,-0.6
CCOC(=O)C(C)On1c(-c2ccc(Cl)cc2)nc2ccc([N+](=O)[O-])cc21 (centres undefined),2,0,7,-21,1,-1,5,-3,2,0.5
COc1cc(/C=C2\SC(=O)N(CC(=O)Nc3cccc(C)c3)C2=O)cc([N+](=O)[O-])c1O,7,2,1,-5,4,4,-2,-3,-1,-0.5
CC(OC(=O)CCN=C1NS(=O)(=O)c2ccccc21)C(=O)Nc1ccc(F)c(F)c1F (centres undefined),-5,6,4,7,-4,3,-4,0,0,-0.5
CC(C)C1C(=O)N(Cc2cn(CC3CCCCC3)nn2)CCS(=O)(=O)N1Cc1ccc(-c2cccc(CO)c2)cc1 (centres undefined),3,-1,11,0,3,1,1,7,18,0.9
COc1ccc(C)cc1NC(=O)CN1CCCN(S(=O)(=O)c2ccc(Br)cc2)CC1,-3,5,12,8,-14,4,-6,6,14,0.4
CNC(=S)N/N=C/c1cc(Br)cc(Br)c1O,2,2,6,-4,-4,-340,-1,-44,-128,-7.3
